# KCNQ1 block: inhibitors of human KCNQ1 channel, primary screen, cell-based, thallium flux, high-throughput; Potassium voltage-gated channel subfamily KQT member 1 (Homo sapiens), P51787; CHO-K1 KCNQ1, FluxOR thallium flux fluorescence; stronger effect = higher value; B-score at 10 µM; 310,000 tested, 1.3% active;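 active = compounds whose thallium flux B-score, printed positive for inhibition, exceeds three library SD while starting fluorescence stays within three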;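 note: channel opened by potassium depolarization with thallium stimulus after 20 min compound exposure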
# Target sequence (P51787 whole entry, looked up): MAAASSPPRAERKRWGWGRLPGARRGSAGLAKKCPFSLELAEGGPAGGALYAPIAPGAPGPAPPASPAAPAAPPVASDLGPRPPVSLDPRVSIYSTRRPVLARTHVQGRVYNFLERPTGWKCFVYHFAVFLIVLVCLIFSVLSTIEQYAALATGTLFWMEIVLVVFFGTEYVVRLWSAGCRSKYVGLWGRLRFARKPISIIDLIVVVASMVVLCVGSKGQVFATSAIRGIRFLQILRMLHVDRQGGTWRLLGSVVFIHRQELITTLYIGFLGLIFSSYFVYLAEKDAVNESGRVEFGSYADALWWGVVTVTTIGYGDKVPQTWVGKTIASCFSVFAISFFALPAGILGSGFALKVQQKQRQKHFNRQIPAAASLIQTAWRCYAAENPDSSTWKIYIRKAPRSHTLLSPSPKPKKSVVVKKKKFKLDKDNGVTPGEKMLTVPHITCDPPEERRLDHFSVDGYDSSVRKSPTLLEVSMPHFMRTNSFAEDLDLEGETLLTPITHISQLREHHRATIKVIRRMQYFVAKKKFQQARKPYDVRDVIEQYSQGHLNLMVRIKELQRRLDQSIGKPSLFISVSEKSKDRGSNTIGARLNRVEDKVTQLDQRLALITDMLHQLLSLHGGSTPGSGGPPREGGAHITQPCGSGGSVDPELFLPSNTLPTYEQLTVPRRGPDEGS
# Platelet DG rel: inhibitors of platelet dense granule secretion, primary screen, cell-based, MLPCN, human platelets | human platelet-rich plasma, SFLLRN dense granule ATP release, luminescence | inhibition, %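 (compounds screened at 7.5 µM in platelet-rich plasma)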 | 300,000 tested, 0.22% active;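 active = mean replicate score, as percent of positive control, at or above 50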
# KCNK9 inh: KCNK9 potassium channel inhibitors, primary screen, HEK293 cells, thallium flux. B-score at 10 µM. FluxOR thallium flux fluorescence; stronger effect = lower value. 310,000 tested, 1.2% active. Potassium channel subfamily K member 9 (Homo sapiens), Q9NPC2;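 active = ratio B-score over 3 SD below the library mean, with starting fluorescence within 5 SD of its mean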;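 note: negative B-score means less thallium flux so channel inhibition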
# Target sequence (Q9NPC2 whole entry, looked up): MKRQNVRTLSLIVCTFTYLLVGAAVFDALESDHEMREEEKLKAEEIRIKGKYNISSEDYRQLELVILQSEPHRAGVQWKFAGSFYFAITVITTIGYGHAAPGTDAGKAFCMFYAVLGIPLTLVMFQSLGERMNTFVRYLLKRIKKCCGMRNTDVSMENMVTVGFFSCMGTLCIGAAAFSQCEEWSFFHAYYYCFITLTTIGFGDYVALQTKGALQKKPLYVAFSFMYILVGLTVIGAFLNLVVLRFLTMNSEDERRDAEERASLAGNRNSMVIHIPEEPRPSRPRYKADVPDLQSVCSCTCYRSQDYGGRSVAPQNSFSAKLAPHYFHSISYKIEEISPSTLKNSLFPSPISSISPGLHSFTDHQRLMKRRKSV
# KCNK3 block: human KCNK3 channel inhibitors, primary screen, CHO cells, FluxOR thallium flux, B-score; FluxOR fluorescence; stronger effect = lower value; Potassium channel subfamily K member 3 (Homo sapiens), O14649; 340,000 tested, 0.84% active; AID 602410, 2012; B-score at 10 µM;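 active = B-score under library mean minus 4 SD, starting fluorescence ratio at most library mean plus 5 SD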;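 note: more negative B-score means stronger inhibition of thallium flux through KCNK3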
# KCNQ1 pot: potentiators or activators of KCNQ1 channel, primary screen, cell-based, thallium flux, high-throughput | CHO-K1 KCNQ1, thallium flux FluxOR fluorescence; stronger effect = higher value | B-score at 10 µM | 310,000 tested, 0.35% active | Potassium voltage-gated channel subfamily KQT member 1 (Homo sapiens), P51787;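 active = fluorescence ratio B-score, a plate-corrected score, at least three library SD, with initial intensity B-score within 5 SD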
#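 Test system: CHO-K1 cells stably expressing KCNQ1 / Medium: assay buffer / Also added: depolarizing K+/Tl+ stimulus, K2SO4 and Tl2SO4 each 12.5 mM in 5x stock / Incubation: 90 min dye loading and 20 min compound exposure, both at room temperature / Signal: thallium influx via FluxOR fluorescence, kinetic imaging / Evaluation: B score of baseline-normalized fluorescence ratio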
# hERG rescue: hERG rescue from dofetilide block, primary screen, cell-based, CHO-hERG, FluxOR thallium flux, dofetilide IC70; Voltage-gated inwardly rectifying potassium channel KCNH2 (Homo sapiens), Q12809; dofetilide IC70 present; activation (rescue from dofetilide block), less the hit threshold, % at 10 µM; 310,000 tested, 0.51% active;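 active = activation above the mean of controls blocked by dofetilide plus 5 SD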;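 note: thallium influx through hERG after potassium depolarization seen as dye fluorescence rise; in these data hits start at about 4.7%; inactives centre near -7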
# TRPC4 block: inhibitors of mouse TRPC4 channel, primary screen, Fluo4 calcium, HEK293 TRPC4beta/mu-opioid cells; B-score at 10 µM; Short transient receptor potential channel 4 (Mus musculus), Q9QUQ5; 300,000 tested, 0.39% active; DAMGO-evoked Fluo4 calcium flux; stronger effect = lower value;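 active = B-score over 3 SD under the library average, no early fluorescence shift, positive overall ratio signal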
#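 Material: HEK293 cells with stable TRPC4beta plus mu-opioid receptor expression; probe or stimulus: DAMGO in two steps, submaximal then maximal; technique: Fluo4 calcium fluorescence by kinetic imaging, 5 s 1 Hz baseline; measure: integrated fluorescence ratio relative to baseline, converted to per-well B score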
# PolyA inhibitor: polyadenylation inhibitors in yeast reporter cells, primary screen, luminescence, S. cerevisiae; S. cerevisiae SKY197-pL101 polyadenylation reporter, beta-gal luminescence; efflux-impaired pdr1/pdr3 knockout yeast; score 100 = 6 SD above DMSO; calls only at 12 µM; 300,000 tested, 0.02% active; AID 1875, 2009;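 active = lowest replicate activity score at least 50, where 100 means six control SD above control mean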;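 note: yeast exposed to compound for 9 h at 30 °C; higher score means more reporter readthrough which indicates perturbed polyadenylation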
# TRPC4 PAM: positive allosteric modulators of TRPC4, primary screen, cell-based, mouse TRPC4beta, HEK293 mu-opioid, Fluo-4 calcium; Short transient receptor potential channel 4 (Mus musculus), Q9QUQ5; DAMGO EC20, Fluo-4 Ca2+ flux; stronger effect = higher value; B-score at 10 µM; 310,000 tested, 0.42% active; AID 2227, 2009;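 active = B-score of calcium response area above 5 SD of library B-scores, with initial fluorescence ratio within 5 SD of library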;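 note: B-score of integrated fluorescence ratio over time as area under calcium response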
# TRPC4 act: activators of mouse TRPC4 channel, primary screen, Fluo4 calcium, HEK293 TRPC4beta/mu-opioid cells; Short transient receptor potential channel 4 (Mus musculus), Q9QUQ5; B-score at 10 µM; Fluo4 calcium fluorescence; stronger effect = higher value; 310,000 tested, 0.49% active;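 active = B-score above 5 SD of library B-scores, and initial fluorescence ratio not above library mean plus 5 SD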;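 note: positive B-score marks a calcium rise read as TRPC4 activation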
#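 Test system: HEK293 cells stably co-expressing mouse TRPC4beta and mu-opioid receptor | Schedule: Fluo4 dye loading 45 min at room temperature, 110 s recording | Measured by: Kinetic Fluo4 calcium fluorescence, 5 s baseline at 1 Hz | Evaluation: B score of integrated ratio | Controls: Buffer (low) and maximal DAMGO (high)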
# DYRK1A inh: rat Dyrk1A kinase inhibitors, primary screen, biochemical, single point, plate reader; 310,000 tested, 0.43% active; ADP-Glo luminescence, NFATc1 peptide; inhibition, % at 12.5 µM; AID 504441, 2011; Dual specificity tyrosine-phosphorylation-regulated kinase 1A (Rattus norvegicus), Q63470; in the data active = inhibition above about 50%;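 note: plate controls were vehicle with enzyme for no effect and no enzyme for full effect; many of its hits are not listed in these tables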
# * marks the source's active call; other numbers are inactive results; i = inactive; · = not tested or not shown.
SMILES,KCNQ1 block,Platelet DG rel,KCNK9 inh,KCNK3 block,KCNQ1 pot,hERG rescue,TRPC4 block,PolyA inhibitor,TRPC4 PAM,TRPC4 act,DYRK1A inh
COc1ccccc1C(=O)Nc1nnc(SCC(=O)Nc2ccc3c(c2)oc2ccccc23)s1,i,-1,i,i,i,-6,i,·,i,i,-4
C=C(C(=O)O)C(CCCCCC)C(=O)O (stereo not given),i,-1,i,i,i,-6,i,i,i,i,4
CCN(CC)N=Nc1ccc(S(N)(=O)=O)cc1,i,-6,i,i,i,-6,i,i,i,i,5
COc1ccc(-n2c(C)c(C)c3c(NCCCN(C)C)ncnc32)cc1,i,-3,i,i,i,2,i,i,i,i,1
CCC(C)[C@H](NC(=O)CCn1nnc2ccccc2c1=O)C(=O)O (stereo not given in full),i,-5,i,i,i,-3,i,i,i,i,1
CC(C)NC(=O)C1CCN(c2ccc(S(=O)(=O)N3CCOCC3)cc2Cl)CC1,i,-2,i,i,i,-3,i,i,i,i,-1
Cc1ccccc1-n1ncc2c1CC(C)(C)CC2NC(=O)CN1CCCC1=O (stereo not given),i,6,i,i,i,-7,i,i,i,i,0
CN(C1CCCC1)C1CCN(C(=S)Nc2cc(F)cc(F)c2)CC1,i,2,i,i,i,-10,i,i,i,i,2
COC(=O)C1C(c2ccc(N(C)C)cc2)C(C(=O)OC)S(=O)(=O)CS1(=O)=O (stereo not given),i,12,i,i,i,-9,i,i,i,i,5
CCCCn1c(N)c(N(CCC(C)C)C(=O)CC2CCCC2)c(=O)[nH]c1=O,i,-14,i,i,i,-2,i,i,i,i,12
COc1ccc(CSc2nnc(-c3ccncc3)n2N)cc1,i,14,i,i,i,-1,i,i,i,i,-5
O=C(c1ccc(OC2CCN(CCc3ccccc3)CC2)cc1)N1CCC(CO)CC1,i,3,i,i,i,-6,i,i,i,i,1
O=C(/C=C/Nc1ccccc1C(F)(F)F)c1ccco1,i,4,-8.8*,-9.1*,i,-1,i,i,i,i,-2
O=C(/C(=N\Nc1ccccc1)Sc1nnnn1-c1ccccc1)c1ccccc1,i,1,i,i,i,-2,i,i,i,i,-6
CCN(CCCNC(=O)c1c(C)cc(=O)oc1C)c1cccc(C)c1,i,-5,i,i,i,-13,i,i,i,i,-6
COCCOc1cc(N2C(=O)CSCC2=O)c(Cl)cc1Cl,i,6,i,i,i,-9,i,i,i,i,-5
COc1cc(/C=N/NC(=O)c2ccc(COc3ccccc3Cl)o2)cc(Br)c1O,i,0,i,i,i,1,i,·,i,i,-4
COc1ccccc1-n1c(=O)c2c3c(sc2n2c(SC(C)C)nnc12)CCC3,i,-1,i,i,i,-9,i,i,i,i,15
CCOc1ccc(CNC(=O)c2cccc(NC(=O)C3=C(C)OCCS3)c2)cc1,i,1,i,i,i,-8,i,i,i,i,-2
CC(=O)Nc1ccc(S(=O)(=O)N2CCCC(C(=O)O)C2)cc1 (stereo not given),i,-4,i,i,i,-10,i,i,i,i,-5
O=C(NCCc1nnc2ccc(NCCCN3CCOCC3)nn12)c1ccccc1,i,17,i,i,i,-6,i,i,i,i,1
O=C(CN1C(=O)NC(CCc2ccccc2)C1=O)NC1CC1 (stereo not given),i,1,i,i,i,-4,i,i,i,i,2
COc1ccc(S(=O)(=O)N2CCN(CC(O)COc3ccc(C#N)cc3)CC2)cc1OC (stereo not given),i,12,i,i,i,-4,i,i,i,i,-2
CC1C/C(=N/NC(=O)c2cccc(F)c2)c2ccc(O)cc2C1 (stereo not given),i,-1,i,i,i,-12,i,i,i,i,2
O=C(C[n+]1cccc(/C=N/O)c1)N1CCCCCC1,i,-3,i,i,i,-11,i,i,i,i,-7

# Compounds above that contain a furan ring, fused or not, in the order listed:
SMILES,KCNQ1 block,Platelet DG rel,KCNK9 inh,KCNK3 block,KCNQ1 pot,hERG rescue,TRPC4 block,PolyA inhibitor,TRPC4 PAM,TRPC4 act,DYRK1A inh
COc1ccccc1C(=O)Nc1nnc(SCC(=O)Nc2ccc3c(c2)oc2ccccc23)s1,i,-1,i,i,i,-6,i,·,i,i,-4
O=C(/C=C/Nc1ccccc1C(F)(F)F)c1ccco1,i,4,-8.8*,-9.1*,i,-1,i,i,i,i,-2
COc1cc(/C=N/NC(=O)c2ccc(COc3ccccc3Cl)o2)cc(Br)c1O,i,0,i,i,i,1,i,·,i,i,-4

# Next section
SMILES,KCNQ1 block,Platelet DG rel,KCNK9 inh,KCNK3 block,KCNQ1 pot,hERG rescue,TRPC4 block,PolyA inhibitor,TRPC4 PAM,TRPC4 act,DYRK1A inh
CNCCCC1c2ccccc2C=Cc2ccccc21,i,0,i,i,i,-10,i,i,i,i,12
N#CC1=C(N)N(c2ccc(Cl)c(Cl)c2)C(=O)C1,i,-9,i,i,i,-11,i,i,i,i,0
Cc1ccc(C(=O)C2=C(O)C(=O)N(Cc3cccnc3)C2c2ccc(Cl)c(Cl)c2)o1 (stereo not given),i,-3,i,i,i,-16,-6*,i,i,i,6
CC(C)OC(=O)C1C(=O)CC(C)(O)C(C(=O)OC(C)C)C1c1ccc(F)cc1 (stereo not given),i,1,i,i,i,-6,i,i,i,i,-6
COC(=O)c1cccc(C(=O)N2CCCC(C(=O)c3cc(F)ccc3F)C2)c1 (stereo not given),i,2,i,i,i,-14,i,i,i,i,1
CN(CC(=O)Nc1cccc2ccccc12)C(=O)/C=C/c1cccs1,i,-10,i,i,i,-9,i,i,i,i,-3
CC(C)CC(COCc1cccc(Cl)c1)N1CCN(C(=O)c2ccc(C(F)(F)F)cc2)CCC1=O (stereo not given),i,-1,i,i,i,-14,i,i,i,i,-11
COCCNC(=O)c1cc(-c2ccccc2)n(CC2CC(c3ccc(OC)cc3)=NO2)n1 (stereo not given),i,2,i,i,i,-8,i,i,i,i,-10
CC(Oc1ccc(Cl)cc1)C(=O)NCCCn1ccnc1 (stereo not given),i,-2,i,i,i,-6,i,i,i,i,3
CN1CCN(c2ncnc3c2[nH]c2ccc(F)cc23)CC1,i,-3,i,i,i,-6,i,i,i,i,10
COc1ccc(Cl)cc1NS(=O)(=O)c1ccc2c(c1)NC(=O)CCS2,i,-9,i,i,i,-6,i,i,i,i,-2
Cc1ccc2c(c1)C1(C)C(C(C)(C)N2C=O)C1(Cl)Cl (stereo not given),i,2,i,i,i,-4,i,i,i,i,8
CC(C)CCN(Cc1ccco1)S(=O)(=O)c1csc(C(N)=O)c1,i,-31,i,i,i,-13,i,i,i,i,1
Cn1cccc1/C=N/NC(=O)c1cc2ccccc2cc1O,i,25,i,i,i,-5,i,i,i,i,4
COC(=O)c1cc(C(=O)N2CCN(c3ccccc3OC)CC2)cc([N+](=O)[O-])c1,i,0,i,i,i,-9,i,i,i,i,-6
CC(C)c1cc(C(=O)NNC(=S)NC2CCCCC2)cs1,i,6,i,i,i,-9,i,i,i,i,13
CC(=O)Oc1ccccc1C(=O)N1CCN(S(=O)(=O)c2ccc3ccccc3c2)CC1,i,2,i,i,i,-11,i,i,i,i,2
O=C(Nc1cc(Cl)ccc1O)C1CC(c2c(F)cccc2Cl)=NO1 (stereo not given),i,18,i,i,i,-1,i,i,i,i,-3
CCOC(=O)c1cn(CC)c2cc3c(cc2c1=O)OCO3,i,-1,i,i,i,-13,i,i,i,i,-2
COc1ccc(CNC(c2ccccc2)c2ccc(Cl)cc2)cc1 (stereo not given),i,14,i,i,i,-13,i,i,i,i,-2
Cc1cccc(C)c1NC(=O)N1C(C(=O)O)CSC1C(=O)O (stereo not given),i,2,i,i,i,-8,i,i,i,i,6
CC(C)C(=O)Nc1nnc(SCC(=O)NCc2ccco2)s1,i,-59,i,i,i,-8,i,i,i,i,-3
CCc1nc(Nc2ccccc2O)c2oc3ccccc3c2n1,i,-3,i,i,i,-2,i,i,i,i,-1
CCOC(=O)C(NC(=O)c1ccc(OC)cc1)(N1CCOCC1)C(F)(F)F (stereo not given),i,-3,i,i,i,-11,i,i,i,i,0
Cc1ccc2cc(C=O)c(N3CCOCC3)nc2c1C,i,14,i,i,i,-11,i,i,i,i,22

# Other entries follow:
SMILES,KCNQ1 block,Platelet DG rel,KCNK9 inh,KCNK3 block,KCNQ1 pot,hERG rescue,TRPC4 block,PolyA inhibitor,TRPC4 PAM,TRPC4 act,DYRK1A inh
COc1ccc(-n2c(NN)nc3sc4c(c3c2=O)CCCC4)cc1,i,4,i,i,i,0,i,i,i,i,-7
COc1ccc(OC)c2sc(NC(=O)CCSc3ccccc3)nc12,i,6,i,i,i,-9,i,i,i,i,7
CN(C)/C=N/c1ncc(C(=O)c2ccc3ccccc3c2)s1,i,-3,i,i,i,-22,i,i,i,i,11
CCCN1CCC(=NNc2ccc(S(N)(=O)=O)cc2[N+](=O)[O-])CC1,i,1,i,i,i,-10,i,i,i,i,·
NC(=S)N/N=C/c1ccccc1[N+](=O)[O-],i,2,i,i,i,-10,i,i,i,i,4
CS(=O)(=O)N(CC(=O)N1CCCC1)c1ccc(Cl)cc1,i,3,i,i,i,-6,i,i,i,i,7

# Retrieved by compound from the entries so far (three):
SMILES,KCNQ1 block,Platelet DG rel,KCNK9 inh,KCNK3 block,KCNQ1 pot,hERG rescue,TRPC4 block,PolyA inhibitor,TRPC4 PAM,TRPC4 act,DYRK1A inh
CS(=O)(=O)N(CC(=O)N1CCCC1)c1ccc(Cl)cc1,i,3,i,i,i,-6,i,i,i,i,7
COc1ccc(OC)c2sc(NC(=O)CCSc3ccccc3)nc12,i,6,i,i,i,-9,i,i,i,i,7
CCCN1CCC(=NNc2ccc(S(N)(=O)=O)cc2[N+](=O)[O-])CC1,i,1,i,i,i,-10,i,i,i,i,·

# These rows are one share of the data; count on the stated rates, not on these rows.
